Source: PubChem BioAssay
S2 tox: Viability Counterscreen for Primary qHTS for Inhibitors of ATXN expression. Potency, µM (series often up to 56.7 µM), usual class: cytotoxic. actives 0.49% (n = 400,000). S2 cells (HEK-293 line with an ATXN2-luciferase reporter) viability, CellTiter-Fluor protease fluorescence, 24 h; further: potency means the concentration at half of the fitted maximal effect; nearly all actives have a fitted effect of over 40% in size
Nrf2 block: Nrf2 qHTS screen for inhibitors; AID 504444, 2011; Potency, µM (titrated, usually from 46 µM), for inactives: top-dose activity change, negative = inhibition, usual class: inhibitors; actives 2.1% (n = 360,000); A549 ARE-Fluc reporter, luciferase luminescence, 18-24 h; further: potency means the concentration at half of the fitted maximal effect; on the % scale 0 is the no-effect control and ±100 the full control effect; nearly all actives have a fitted effect of over 60% in size
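Quantitative HTS in A549 cells stably bearing an antioxidant response element-firefly luciferase construct. Inhibition of Nrf2-driven transcription was scored by luminescence after 18-24 h of compound exposure at 37 °C.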
TGFb inhibitor: qHTS for Inhibitors of TGF-b. HepG2 CAGA-GFP TGF-b/SMAD3 reporter, GFP fluorescence, 18 h; TGF-beta stimulated, 500 pg/mL final. Potency, µM (doses to about 46.1 µM), for inactives: top-dose activity, negative = inhibition, actives largely listed as inhibitors. actives 1.2% (n = 410,000). AID 588855, 2011; further: potency means the concentration at half of the fitted maximal effect; on the % scale 0 is the no-effect control and ±100 the full control effect; nearly all actives have a fitted effect of over 65% in size
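HEPG2 CAGA-GFP, 1000 cells/well; 2 h settle, 37 C; cpd via pin tool; TGF-b 500 pg/mL final; 18 h, 37 C; GFP imaging ex488/em500-530; %Activity normalised to -TGF-b and +DMSO controls; CRC fit, curve class.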
Nrf2 activator: qHTS of Nrf2 Activators; actives 0.31% (n = 410,000); AREc32 ARE-luciferase reporter (MCF7-derived line), luminescence, 24 h; Potency, µM (series often up to 46.1 µM), for the others: top-dose activation, actives largely listed as activators; AID 624171, 2012; further: potency means the concentration at half of the fitted maximal effect; % of control where 0% means no effect; nearly all actives have a fitted effect of over 65% in size
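Reporter line AREc32 (ARE-Fluc), seeded overnight in OPTI-MEM with 5% FBS; compound pin-transferred, 24 hr at 37 deg C, 5% CO2; luminescent read-out.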
IL-1B inflam inh: qHTS for Inhibitors of Inflammasome Signaling: IL-1-beta AlphaLISA Primary Screen. THP-1 LPS/ATP IL-1B secretion, AlphaLISA, 16 h; stronger effect = lower value. activity change, % at 57.5 µM. actives 4.7% (n = 360,000); in the data active means activity change below about -50%; inconclusive means mostly about -30% to -49%; further: on the % scale 0 is the no-effect control and ±100 the full control effect
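THP-1 cells pretreated 1 hr with compounds (up to 57.5 uM final), then stimulated with LPS (250 ng/mL final) plus ATP (1.25 mM final); secreted IL-1B measured by AlphaLISA after 16 hr, decreased signal indicating inhibition.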
ATXN2 expr inh: Primary qHTS for Inhibitors of ATXN expression | Potency, µM (highest dose often 57 µM), for the others: top-dose activity change, negative = inhibition, usual class: inhibitors | HEK-293 ATXN2-luciferase reporter, luminescence, 24 h | actives 0.72% (n = 360,000); further: potency means the concentration at half of the fitted maximal effect; on the % scale 0 is the no-effect control and ±100 the full control effect; nearly all actives have a fitted effect of over 55% in size
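qHTS (up to 57 uM final) was run with 24 h compound exposure of reporter cells at 37 °C. Each well was multiplexed: SteadyGlo luminescence measured ATXN2-luciferase expression after a fluorogenic Gly-Phe-AFC viability readout (25 uM final).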
MCF10A rereplic: A quantitative high throughput screen for small molecules that induce DNA re-replication in MCF 10a normal breast cells; MCF 10A DNA re-replication, Hoechst nuclear intensity, 48 h; Potency, µM (highest dose often 46.1 µM), for the others: at the highest dose activity, positive = re-replication, actives largely listed as activators; actives 2.9% (n = 350,000); further: potency means the concentration at half of the fitted maximal effect; % of control where 0% means no effect; nearly all actives have a fitted effect of over 50% in size
A549 viability: Nrf2 qHTS screen for inhibitors: counterscreen for cytotoxicity. A549 ARE-Fluc cells, CellTiter-Fluor viability, 18-24 h. Potency, µM (highest dose often 46 µM), for inactives: top-dose activity change, negative = cytotoxicity, hits mostly inhibitors. actives 0.16% (n = 390,000); further: potency means the concentration at half of the fitted maximal effect; on the % scale 0 is the no-effect control and ±100 the full control effect
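Cytotoxicity counterscreen: CellTiter-Fluor fluorescence was measured in A549 ARE_Fluc cells after 18-24 h of compound exposure in a concentration series. The subsequent BugLite luminescent read reports ARE-luciferase activity.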
HepG2 viability: qHTS for Inhibitors of TGF-b: Cytotox Counterscreen | HepG2 CAGA-GFP viability, ATP luminescence, 18 h | Potency, µM (doses to about 46.1 µM), inactives show top-dose activity change, negative = cytotoxicity, most hits filed as cytotoxic | actives 0.76% (n = 410,000) | AID 588856, 2011; further: potency means the concentration at half of the fitted maximal effect; some results filed as inactive show a strong effect at the top dose
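HepG2 CAGA-GFP cells (1000/well, DMEM with 1% FBS) received compound, then TGF-beta at 500 pg/mL final, and were incubated 18 hours at 37 degrees C. Viability was read by CellTiter-Glo luminescence. Media-only wells were set as complete cell-killing and DMSO as no toxicity.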
* marks the source's active call; other numbers are inactive results; i = inactive; ? = inconclusive; · = no result given; [ ] = another dose, or the depositor's remark. Unless noted, the call rests on the fitted dose curve; in most records, active means well fitted curve in the direction sought with a large enough effect; inconclusive means small, poorly fitted or top-dose-only effect, or another doubt; inactive means no such curve, though single readings can be large; an effect the other way counts as inactive or inconclusive. Compounds were not picked by outcome; any-hit rate near 8.8%.

Value order – S2 tox, Nrf2 block, TGFb inhibitor, Nrf2 activator, IL-1B inflam inh, ATXN2 expr inh, MCF10A rereplic, A549 viability, HepG2 viability
> COc1ccc(CCNC(=O)c2cc(C)nc3c2c(C)nn3-c2ccccc2)cc1OC
→ i, 4.2%, 3.8%, -0.6%, ·, -13.7%, ·, 13.9%, -27.0%
> COc1ccc(-c2sc3ccc(-c4ccc5c(c4)OCO5)cc3c2-c2ccc(OC)nc2)cc1
→ i, -27.2%, ?, -0.2%, -1.6, -18.0%, 16.8%, 0.4%, -1.0%
> CCN(CC)CCCNC(=O)C1CCCN(c2nnc(N3CCCC3=O)s2)C1 (stereo not given)
→ i, 9.3%, -7.7%, 0.1%, 9.5, -1.7%, 0.1%, 3.2%, -23.7%
> CCCN1C(=O)CN(C2CCCCC2)C(=O)C1c1ccc(OC)c(OC)c1 (stereo not given)
→ i, ·, -27.0%, -0.8%, ·, -2.4%, ·, 17.9%, -9.1%
> COC(=O)Cn1c2[n+](c3ccccc31)CC(O)CS2 (stereo not given)
→ ?, 21.7%, -13.7%, -1.4%, 4.0, 1.4%, -1.4%, -1.7%, -4.1%
> COc1ccc(-c2nnc(SCc3ccc(C(=O)O)cc3)o2)cc1OC
→ i, -16.0%, -9.8%, -1.1%, -11.8, ·, -1.1%, -3.1%, -18.8%
> C=C(C)C1CC=C(C)/C(=N/NC(=O)c2ccoc2C)C1 (stereo not given)
→ i, 12.3%, 0.0%, 3.3%, -7.1, 6.5%, 3.2%, 0.9%, 14.5%
> CSc1ccc(NC(=O)NCCN2CCc3ccccc3C2)cc1
→ i, ·, 7.0%, 0.7%, -15.4, 51.5%[activator], ?, ?, -23.8%
> O=C1c2ccccc2C(=O)c2c1cccc2N1CCN(Cc2ccccc2)CC1
→ i, ?, ?, 1.6%, ?, -13.1%, 6.9%, ?, -5.6%
> COc1ccc(-n2nc(C(=O)NCC(=O)NCC3CCCO3)c3ccccc3c2=O)c(OC)c1 (stereo not given)
→ i, 0.7%, 0.0%, -0.4%, 14.1, -2.6%, 0.8%, ·, -4.8%
> O=C1c2[nH]nc(-c3ccccc3O)c2C(c2ccc(F)cc2)N1CCO (stereo not given)
→ ·, 6.8%, -7.9%, 7.7%, ·, ·, ·, -5.8%, -11.9%
> Cc1cc(C)n2nc(SCC(=O)c3cc(C)n(-c4cc(C)on4)c3C)nc2n1
→ i, ?, ?, 2.4%, -4.8, -12.5%, ?, -0.6%[1.84 µM], -17.9%
> CSc1ccc(NC(=O)C2(C)CCN2C(=O)Cc2ccc(C(C)(C)C)cc2)cc1 (stereo not given)
→ i, ·, ?, 3.9%, -6.5, -18.6%, ·, ·, -25.0%
> CC(C)c1ccccc1-n1c(SCc2cc(=O)oc3ccc4ccccc4c23)nnc1-c1cccnc1
→ ?, ?, -33.6%, -0.1%[9.22 µM], -50.8*, ?, 18.9%, -15.1%, 13.5%
> COc1cc(NC(=O)c2ccccc2F)c(OC)cc1NC(=O)CN1CCOCC1
→ i, 17.5%, 2.4%, 0.6%, -5.2, 3.2%, ?, -2.2%, -4.9%
> O=C(c1cc(COc2ccc(F)cc2F)on1)N1CCN(C(=O)c2ccco2)CC1
→ ?, ?, -13.8%, 0.3%, -10.0, -2.4%, -4.3%, -0.1%, -32.5%
> Cc1c([N+](=O)[O-])cc(C(=O)NCc2ccc(F)cc2)cc1[N+](=O)[O-]
→ i, 2.2%, -1.0%, 0.4%, 17.2, -20.8%, 11.4%, 1.2%, -0.5%
> Nc1nc(N2CCCCC2)c(C=O)c(N2CCCCC2)n1
→ i, 22.7%, 1.3%, 2.5%, 1.9, -8.8%, -3.9%, 1.6%, 0.5%
> CCOC(=O)C1CCN(S(=O)(=O)c2cc(Br)cc3c2N(C(C)=O)C(C)C3)CC1 (stereo not given)
→ i, -6.1%, -0.5%, 0.4%, 0.4, -19.7%, 0.1%, -5.1%, 6.2%
> Cn1c(O)c(N=NC(=O)c2ccco2)c2ccccc21
→ i, ?, 1.5%, ?, -23.5, 0.0%, ?, 4.1%, -0.5%
> CCCNC(=O)C1(C)CCN(Cc2ccc(OCc3ccccc3)cc2)C1 (stereo not given)
→ i, ·, 14.1%, 5.7%, -21.2, 5.1%, ·, ·, -39.8%
> CCN(CC(=O)NC(C)C)C(=O)Cc1ccc(C)c(C)c1
→ i, ?, 0.0%, -0.2%, 10.6, 11.5%, -1.9%, -5.7%, 11.4%
> Cc1ccc(OCc2cc(C(=O)N(C)Cc3cc(C4CC4)n[nH]3)no2)cc1C
→ ?, ?, ?, 6.2%, 2.6, ·, ?, -3.2%, -39.4%
> COc1ccc(C(=O)N2CCCC(N3CCN(c4ccccc4OC)CC3)C2)c(OC)n1 (stereo not given)
→ i, 0.0%, 11.6%, -0.6%, 0.0, 4.5%, 4.7%, -3.8%, -2.8%
> COc1cc(C2c3c(-c4ccccc4O)n[nH]c3C(=O)N2CCO)ccc1OCC(C)C (stereo not given)
→ ·, -7.6%, ?, 3.6%, ·, ·, ·, -0.3%, -39.9%
> COc1ccc(C(=O)c2no[n+]([O-])c2C(=O)c2ccc(OC)cc2)cc1
→ 28.2µM*, ?, ?, 8.1%, -102.4*, ?, 9.2µM*, -13.2%, -95.3%
> COCCN(C(=O)c1csnn1)C(C(=O)NC(C)(C)C)c1cccc(OC)c1 (stereo not given)
→ i, -5.3%, 0.3%, 0.2%, 1.4, -2.2%, -1.5%, -2.9%, -0.6%
> COc1cccc(CNC(=O)COc2cccc3c2OC(C)(C)C3)c1
→ i, 4.2%, 1.8%, 0.3%, ?, -4.0%, ?, 24.6%, -9.9%
> CC(=O)Nc1cc(-c2cccc(C)c2)cn2c(-c3ccc(S(C)(=O)=O)cc3)cnc12
→ i, ·, ?, 12.2%, -57.4*, -9.9%, ·, ·, -3.6%
> O=C(CCc1nc2ccccc2c(=O)[nH]1)N1CCN(S(=O)(=O)c2ccc(F)cc2)CC1
→ i, 0.7%, -17.4%, 0.3%, 15.0, 5.1%, ?, -1.5%, -15.9%
> COc1ccc(S(=O)(=O)Nc2ccc(NC(C)=O)cc2)cc1
→ i, 7.2%, -1.2%, 0.1%, 32.4, 1.4%, 0.8%, 1.7%, 0.6%
> CCOc1ccccc1OCC(=O)Nc1cccc(S(=O)(=O)N2CCCCCC2)c1
→ i, 3.8%, 5.0%, 4.1%, -13.9, -15.1%, 17.4%, 2.7%, -16.8%
> O=C(c1ccco1)N1CCN(C(c2cccs2)c2sc3ncnn3c2O)CC1 (stereo not given)
→ i, 6.5%, 8.2%, -0.9%, 6.3, -5.1%, 0.4%, -7.4%, -1.1%
> O=C(Cc1ccc(Cl)cc1Cl)OCC(=O)N1CCN(C(=O)c2ccco2)CC1
→ i, 1.6%, -20.2%, 0.0%, -6.7, -24.8%, 1.0%, 3.7%, -4.8%
> CC1(C(=O)NS(=O)(=O)c2cccc(C#N)c2)CCN1C(=O)Cc1ccc(-c2ccccc2)cc1 (stereo not given)
→ i, ·, ?, 0.6%, 46.0, -23.9%, ·, ·, -22.6%
> O/N=C1\CCC\C1=C/c1ccco1
→ i, -5.4%, -8.5%, 15.2%, -1.1, 25.6%, 2.1%, -2.0%[1.84 µM], -12.0%
> Cc1nc(-c2ccc([N+](=O)[O-])cc2)c(-c2ccccc2)o1
→ ·, ?, 23.3%, -0.8%, -1.3, -16.5%, 20.5%, -2.7%, -0.8%
> CCCOc1ccc(C(=O)Nc2ccc(S(=O)(=O)N3C[C@@H]4C[C@@H](C3)c3cccc(=O)n3C4)cc2)cc1
→ i, ?, ?, 3.4%, 32.3, ?, -55.3%[inhibitor], -3.2%, -26.5%
> COc1ccccc1N1CCN(CCNC(=O)Nc2cccc(C)c2C)CC1
→ i, -22.8%, 3.8%, 0.4%, -85.8*, -25.0%, ?, ?, -36.1%
> CCn1cc(Br)c(C(=O)NN)n1
→ i, 24.8%, 11.5%, 0.2%, 9.8, 12.3%, 10.0%, -0.6%, -2.1%

In the list so far, 2 have bromine.
Value order – S2 tox, Nrf2 block, TGFb inhibitor, Nrf2 activator, IL-1B inflam inh, ATXN2 expr inh, MCF10A rereplic, A549 viability, HepG2 viability
> CCOC(=O)C1CCN(S(=O)(=O)c2cc(Br)cc3c2N(C(C)=O)C(C)C3)CC1 (stereo not given)
→ i, -6.1%, -0.5%, 0.4%, 0.4, -19.7%, 0.1%, -5.1%, 6.2%
> CCn1cc(Br)c(C(=O)NN)n1
→ i, 24.8%, 11.5%, 0.2%, 9.8, 12.3%, 10.0%, -0.6%, -2.1%

Later entries:
Value order – S2 tox, Nrf2 block, TGFb inhibitor, Nrf2 activator, IL-1B inflam inh, ATXN2 expr inh, MCF10A rereplic, A549 viability, HepG2 viability
> COc1cccc(C(=O)Nc2nnc(S(=O)(=O)N3CCCc4ccccc43)s2)c1
→ i, 2.3%, ?, 12.1%, ·, 13.1%, ·, -1.5%, -50.1%
> Cc1ccc(OCCn2ccnc2)c([N+](=O)[O-])c1
→ i, -8.3%, -24.8%, -1.1%, 0.0, 1.7%, -5.6%, -7.7%, -6.8%
> O=C(CN1C(=O)CCS(=O)(=O)c2ccccc21)NCCc1ccccc1
→ i, -1.0%, 7.2%, 0.4%, -6.8, ·, 15.7%, 6.9%, -4.6%
> COc1cc(C(=O)NCCN2C(=O)S/C(=C\c3ccc(F)cc3)C2=O)ccc1OCC(=O)N1CCOCC1
→ i, 7.2%, 2.1%, -1.5%, -0.8, 4.6%, 2.9%, 5.2%, 0.0%
> CC(OC(=O)CCCN=C1NS(=O)(=O)c2ccccc21)C(=O)NC1CCCCC1C (stereo not given)
→ i, 7.1%, 0.0%, -0.8%, 15.1, 1.6%, -2.0%, -7.9%, -28.8%
> S=C(Nc1ccc2nsnc2c1)N1CCCCC1
→ i, 3.7%, -1.9%, 0.4%, -64.3*, 8.1%, 10.7%, 2.9%, 6.6%
